CXCR6 inh – blocks human CXCR6 beta-arrestin recruitment; O00574; CHO-K1 PathHunter CXCR6 beta-arrestin, luminescence; inhibition, % at 20 µM; 360,000 compounds, 0.36% hits; AID 602244; in the data active means inhibition above about 34%, passing the limit was not always enough;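 further: antagonist mode with CXCL16 agonist at 10 nM final; 0% = 10 nM CXCL16 with DMSO and 100% = unstimulated wells without agonist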
Target sequence (O00574 whole entry, looked up): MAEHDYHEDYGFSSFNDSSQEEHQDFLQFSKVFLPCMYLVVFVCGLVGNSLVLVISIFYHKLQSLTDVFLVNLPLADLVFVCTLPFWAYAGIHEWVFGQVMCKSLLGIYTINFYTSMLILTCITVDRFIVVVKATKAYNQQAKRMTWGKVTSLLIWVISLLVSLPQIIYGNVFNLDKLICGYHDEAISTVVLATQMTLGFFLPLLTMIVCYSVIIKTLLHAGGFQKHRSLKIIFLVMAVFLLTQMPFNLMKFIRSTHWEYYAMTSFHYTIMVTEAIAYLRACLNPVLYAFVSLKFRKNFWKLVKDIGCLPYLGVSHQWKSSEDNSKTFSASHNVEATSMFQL
Gli-Sufu block – antagonists of Gli-Sufu signaling. Sufu-KO-LIGHT fibroblasts, Gli luciferase reporter luminescence. inhibition, % at 5 µM. 340,000 compounds, 0.74% hits;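 active means inhibition above about 55%, limit read from the data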;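 further: 0% = DMSO-treated cells and 100% = wells with medium but no cells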
APOBEC3A inh – inhibitors of human APOBEC3A DNA deaminase. recombinant A3A, FAM/TAMRA ssDNA deamination fluorescence. AID 493011. P31941. 330,000 compounds, 0.41% hits. inhibition, % at 20 µM;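 active means at least 40% inhibition at 20 µM here, with at most 30% in a related deaminase screen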;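 further: plate controls were A3A with DMSO for no effect and wells lacking A3A enzyme for full effect; some results filed as inactive read as strong as hits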
GRIN3A LBD mod – modulates the human NR3A ligand-binding domain; 340,000 compounds, 2.5% hits; AID 1259313; Tm shift relative to glycine control, % at 25 µM; NR3A LBD differential scanning fluorimetry, Tm shift; 0% = protein alone, 100% = glycine-bound protein;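 active means melting temperature shift of at least 10% of the positive control shift, at one fixed dose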
A3G deaminase – APOBEC3G (human) deaminase inhibition; inhibition, % at 20 µM; recombinant A3G, ssDNA deamination FAM/TAMRA fluorescence; 330,000 compounds, 0.28% hits; Q9HC16;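 active means inhibition of at least 40% at 20 µM, with no more than 30% in the related APOBEC3A deaminase screen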;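 further: plate controls were DMSO wells with A3G for no effect and wells lacking A3G enzyme for full effect; some compounds called inactive have numbers as strong as hits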
Target sequence (Q9HC16 whole entry, looked up): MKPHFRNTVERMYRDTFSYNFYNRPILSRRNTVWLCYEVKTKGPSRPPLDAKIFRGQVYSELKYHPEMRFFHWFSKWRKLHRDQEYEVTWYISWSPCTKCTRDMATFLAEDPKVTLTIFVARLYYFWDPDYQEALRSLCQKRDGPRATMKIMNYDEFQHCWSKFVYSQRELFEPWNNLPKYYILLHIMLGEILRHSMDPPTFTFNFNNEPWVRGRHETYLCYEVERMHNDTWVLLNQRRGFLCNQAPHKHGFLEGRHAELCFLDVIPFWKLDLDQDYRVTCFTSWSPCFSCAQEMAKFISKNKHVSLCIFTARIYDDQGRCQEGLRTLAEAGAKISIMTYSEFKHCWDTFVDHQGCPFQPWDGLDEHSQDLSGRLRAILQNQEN
CCR6 antag – blocks CCL20-driven beta-arrestin recruitment at human CCR6 | P51684 | inhibition, % at 20 µM | CHO-K1 CCR6 PathHunter beta-arrestin, luminescence, CCL20-stimulated | 340,000 compounds, 0.49% hits;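 active means compounds whose inhibition of the agonist-driven luminescence signal at 20 µM reaches about 50%, limit read from the data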;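 further: cells stimulated with CCL20 at 14 nM final; plate controls were DMSO with CCL20 for no effect and DMSO without agonist for full effect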
Target sequence (P51684 whole entry, looked up): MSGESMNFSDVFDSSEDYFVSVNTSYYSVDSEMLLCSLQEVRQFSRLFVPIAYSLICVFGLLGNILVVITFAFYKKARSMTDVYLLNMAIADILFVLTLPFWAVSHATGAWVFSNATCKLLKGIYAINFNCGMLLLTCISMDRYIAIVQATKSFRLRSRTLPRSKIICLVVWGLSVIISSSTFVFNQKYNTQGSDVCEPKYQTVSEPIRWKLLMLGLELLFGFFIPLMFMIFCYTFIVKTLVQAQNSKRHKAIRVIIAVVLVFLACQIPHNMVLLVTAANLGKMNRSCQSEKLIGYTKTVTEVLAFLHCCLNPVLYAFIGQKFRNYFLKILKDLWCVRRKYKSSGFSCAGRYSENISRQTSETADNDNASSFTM
MPTP inh – inhibitors of mitochondrial permeability transition pore | isolated mouse mitochondria, Ca2+ swelling absorbance, 30 min | inhibition, % at 10 µM | 360,000 compounds, 1.4% hits;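 active means inhibition of 50% or more, scaled per plate between neutral and stimulator controls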;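 further: 0% = DMSO wells given calcium and 100% = 1 mM EGTA wells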
EBI2 antag – antagonists of human EBI2 receptor; P32249; EBI2 beta-arrestin recruitment, luminescence, 7a,25-OHC stimulated; inhibition, % at 5 µM; 360,000 compounds, 0.81% hits; AID 651636; in the data active means inhibition above about 38%;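 further: enzyme fragment complementation signal reports receptor beta-arrestin coupling in cells; 0% = agonist plus DMSO wells and 100% = wells without agonist; some results beyond the cut were filed as inactive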
* hit, by the source's call; . = not tested or not shown.

SMILES	CXCR6 inh	Gli-Sufu block	APOBEC3A inh	GRIN3A LBD mod	A3G deaminase	CCR6 antag	MPTP inh	EBI2 antag
COc1ccc2ccc(O)c(CN3CCN(S(=O)(=O)c4cccc(C(F)(F)F)c4)CC3)c2c1	-14.6	-10.6	-3.2	-2.4	-7.0	6.1	-0.9	-1.4
O=C(CSc1nc2scc(-c3ccccc3)c2c(=O)[nH]1)Nc1ccccc1	5.8	13.0	1.6	0.1	-5.0	11.7	4.1	0.1
COc1ccc(-c2nsc(SCC(=O)Nc3cc(C)on3)n2)cc1	0.8	7.3	2.6	3.0	26.9	17.6	3.6	4.8
CCC(CCc1ccccn1)C(=O)c1ccccc1 (centres undefined)	7.7	-11.9	.	-1.6	.	0.9	-0.8	4.6
CN1CCN(c2nc(-c3ccc(Cl)cc3Cl)nc3ccccc23)CC1	8.0	12.4	3.2	-1.3	-3.4	18.7	1.9	2.7
Cc1cc(CNC(=S)Nc2ccc(Br)cc2Cl)nn1C	-1.1	3.8	-3.6	0.5	-10.4	-6.5	-2.0	-2.9
CCOc1ccc(NC(=O)CN2CCN(Cc3c(F)cccc3F)CC2)cc1	-3.0	0.3	2.3	1.1	-2.7	13.0	-0.8	2.0
O=C(CSC1=NCCS1)NCc1ccco1	-7.9	2.2	-5.3	-2.2	-9.8	4.7	1.2	7.0
O=C(CSc1ccc(F)cc1)Nc1ccc2c(c1)C(=O)NC2=O	-4.7	0.8	-5.0	0.3	-8.0	7.7	-1.9	-4.5
CCC(=O)Nc1ccc(C(=O)CN2C(=O)NC3(CCCCCC3)C2=O)cc1	5.2	-1.8	0.0	-1.6	-0.3	5.5	-0.3	-8.7
CCS(=O)(=O)c1ccc2oc(SCC(=O)NC34CC5CC(CC(C5)C3)C4)nc2c1	8.6	7.6	-1.8	1.2	-4.7	-0.4	2.4	2.5
C/C(=N\O)C(=O)Nc1ccccc1	-0.6	9.5	6.6	3.1	4.2	-2.0	-0.1	3.5
COc1ccc(N(CC(=O)NC2CCCCC2)C(=O)CNC(=O)c2ccco2)cc1	3.6	7.1	0.7	1.1	-5.5	3.9	-1.4	5.0
COc1ccc(-n2c(C)cc(C(=O)NC3CCCCC3)c2C)cc1	0.1	-35.4	-3.9	0.7	-8.8	11.1	0.3	-3.8
COc1ccc2[nH]c(C(=O)NCCN3CCCCC3)cc2c1	.	-8.4	1.1	3.6	0.3	-6.6	.	.
Cc1cc(NC(=O)c2ccccc2)ncc1NC(=O)c1ccco1	4.6	-81.9	-1.1	1.7	0.6	10.2	-0.7	-4.3
Cc1ccc(CN2CCC(Oc3cccc(C(=O)N(C)CCN(C)C)c3)CC2)cc1C	0.5	21.5	-6.4	-2.3	-7.0	2.7	1.6	12.1
CCCCNC(=S)NC1CCCC1	3.0	4.0	-4.4	-1.7	-4.8	8.6	0.6	-2.7
CC1=CC(c2ccccc2)=NS(=O)(=O)N1	-9.2	6.1	7.5	-2.8	6.5	-11.0	-0.2	-6.2
Cc1ccc(C(=O)NCCc2ccccc2)cc1	10.7	13.1	-3.5	-1.3	-9.9	6.2	-0.9	-1.3
CCC(=O)N1CCN(c2ccc(NC(=O)c3ccc([N+](=O)[O-])o3)cc2)CC1	-10.6	9.1	.	-0.6	.	-11.1	0.8	4.7
CC1CC(C)CN(S(=O)(=O)N2CCCC(C(=O)NC3CCCCC3C)C2)C1 (centres undefined)	-6.3	4.2	-1.5	1.3	0.1	25.4	-3.1	13.7
O=C(COC(=O)C1CC(=O)N(Cc2ccco2)C1)Nc1nc(-c2ccc(F)cc2)cs1 (centres undefined)	-6.6	.	-1.2	4.3	-5.8	-0.3	-0.5	6.8
O=C(NC1CC2CCC1C2)c1ccco1 (centres undefined)	-1.8	5.2	-5.4	-0.4	-13.1	8.4	-1.1	0.1
Cc1c(C#N)c(N=CN(C)C)c(C(=O)c2ccccc2)n1-c1ccccc1	-4.8	-2.3	-1.6	-0.4	-4.5	3.2	-0.9	-3.0
(listing goes on)
SMILES	CXCR6 inh	Gli-Sufu block	APOBEC3A inh	GRIN3A LBD mod	A3G deaminase	CCR6 antag	MPTP inh	EBI2 antag
CCOC(=O)C1CCN(C(=O)Cn2cc3c(n2)CCC(C)C3)CC1 (centres undefined)	-3.6	0.3	-0.6	0.3	-0.9	-9.2	-0.2	-9.7
COc1ccc(Cl)cc1NC(=O)CCN1C(=O)C2CC=CCC2C1=O (centres undefined)	4.0	-0.3	-0.4	0.3	-4.4	3.8	0.7	-10.2
Cc1ccc(C)c(NC(=O)NNC(=O)c2cc3ccccc3cc2O)c1	-1.5	-8.1	-2.4	1.7	-2.5	1.1	3.4	9.3
O=c1c2ccccc2nc(/C=C/c2ccc(Cl)cc2)n1CCO	8.3	9.0	7.4	0.1	3.4	9.9	0.3	5.6
CCn1c(CCn2ccnc2C)n[nH]c1=S	-5.3	5.5	-5.4	0.7	-5.6	-15.0	-0.3	-6.2
NNC(=O)c1cc(NS(=O)(=O)c2cccs2)cc(NS(=O)(=O)c2cccs2)c1	-6.1	-1.9	4.8	-2.1	-2.7	-5.1	-1.4	-20.2
CCCC(=O)Nc1c2c(nn1-c1ccc(OC)cc1)CS(=O)C2 (centres undefined)	-12.9	50.9	-0.7	1.8	-2.0	12.4	-0.3	-2.9
COc1ccc(-c2c[n+](CC(=O)c3ccccc3)c3n2CCCCC3)cc1	-6.6	50.0	3.5	0.3	-0.2	15.6	-1.6	-20.1
Cc1ccc(NC(=O)N2CCCC2C(=O)NCCC2=CCCCC2)cc1 (centres undefined)	3.4	-0.4	0.6	2.6	-4.9	3.8	0.8	-3.0
COc1ccccc1N1CCN(C(=O)CNC(=O)Cn2cnc3sc(C)c(C)c3c2=O)CC1	5.3	-0.8	-0.1	-8.7	6.6	-4.3	-0.8	-0.4
COc1ccc(-c2nc3cc(C)ccn3c2NC(=O)c2ccccc2OC)cc1	-9.6	6.6	-2.4	-1.1	2.3	9.0	-1.0	14.5
COc1ccc2[nH]c(C(=O)N(Cc3ccccn3)Cc3ccccn3)cc2c1	-8.8	3.5	-3.7	-0.1	-11.9	10.1	2.5	-3.3
C[C@@H]1CCCCCCCCC(=O)OCCN(C(=O)OC(C)(C)C)[C@H](C)CCCCCCCCC(=O)OCCN(C(=O)OC(C)(C)C)[C@H](C)CCCCCCCCC(=O)OCCN(C(=O)OC(C)(C)C)[C@H](C)CCCCCCCCC(=O)OCCN1C(=O)OC(C)(C)C	-0.2	-7.8	-1.3	-0.7	-1.8	2.3	-2.7	-14.6
CCOC(=O)c1oc2ccccc2c1NC(=O)c1ccc(S(=O)(=O)N2CCCC2)cc1	7.5	5.4	2.4	1.5	7.1	9.6	6.7	8.5
COC(=O)c1cccc(NC(=O)C2C3CCC(C3)C2C(=O)O)c1 (centres undefined)	-4.2	-6.6	-4.2	-1.4	-6.1	4.5	-1.6	-2.7
CC(=O)CCc1ccc(OCCCCN2CCC(Cc3ccccc3)CC2)cc1	5.9	13.3	-2.5	2.5	-10.3	11.5	-0.7	1.2
COc1ccccc1N1C(=O)C2CC(C)=C(C)CC2C1=O (centres undefined)	-5.7	5.0	-4.3	-0.1	-8.6	2.9	1.4	-4.9
CC(=O)CC(=O)Nc1cccc2c1CCCC2	-6.2	-14.4	-2.0	2.8	-1.4	-16.5	-0.9	1.6
Cc1nc2ccc([N+](=O)[O-])cc2[nH]1	-5.1	2.6	-3.3	-1.8	-7.6	-2.4	0.5	3.7
O=C(Nc1ccc(Br)cc1)N1CCCC(O)C1 (centres undefined)	1.5	-4.2	-0.6	-1.6	-9.5	6.9	-0.9	-1.5
O=C(COC(=O)Cc1ccc(Cl)c(Cl)c1)Nc1ccc2[nH]c(=O)[nH]c2c1	0.0	-14.9	12.4	5.2	-5.5	-5.2	-1.8	5.7
CCCCn1c(N)c(N(CC(C)C)C(=O)CSc2ccc3c(c2)OCCO3)c(=O)[nH]c1=O	4.4	.	-3.0	5.4	-4.6	-0.3	2.1	-3.1
CC1CCN(C(=O)c2nc[nH]c2C(=O)N2CCC(C)CC2)CC1	-0.4	-4.0	0.0	-1.1	-8.4	10.1	-0.2	-10.2
CCOC(=O)COc1ccc(S(=O)(=O)N2CCN(c3ccccc3F)CC2)cc1	4.2	6.8	-1.3	2.2	-2.4	7.2	-0.7	-7.3
COc1cccc(NC(=S)N2CCC(C(=O)c3ccc(F)cc3)CC2)c1	-22.8	7.3	.	1.7	.	9.0	0.0	3.2

2 entries from above, with each value named:
Structure: Cc1ccc(C)c(NC(=O)NNC(=O)c2cc3ccccc3cc2O)c1
  CXCR6 inh: -1.5
  Gli-Sufu block: -8.1
  APOBEC3A inh: -2.4
  GRIN3A LBD mod: 1.7
  A3G deaminase: -2.5
  CCR6 antag: 1.1
  MPTP inh: 3.4
  EBI2 antag: 9.3
Structure: O=c1c2ccccc2nc(/C=C/c2ccc(Cl)cc2)n1CCO
  CXCR6 inh: 8.3
  Gli-Sufu block: 9.0
  APOBEC3A inh: 7.4
  GRIN3A LBD mod: 0.1
  A3G deaminase: 3.4
  CCR6 antag: 9.9
  MPTP inh: 0.3
  EBI2 antag: 5.6

Carrying on.
SMILES	CXCR6 inh	Gli-Sufu block	APOBEC3A inh	GRIN3A LBD mod	A3G deaminase	CCR6 antag	MPTP inh	EBI2 antag
C=C(C)CN(CC)c1nc(N)c2c(N)nc3c(c2c1C#N)CC(=O)N3C12CC3CC(CC(C3)C1)C2	2.7	-15.2	2.1	2.5	1.9	8.4	1.7	37.9
O=C(COC(=O)c1ccc(Cl)c(S(=O)(=O)N2CCCCC2)c1)NCc1ccco1	6.6	10.8	11.7	-3.7	-4.3	2.4	0.3	-3.1
O=C(O)CCc1ccc(-c2cccs2)n1CC1CCCO1 (centres undefined)	-1.2	-23.1	0.7	0.8	0.6	3.4	1.3	-4.4
COc1ccccc1OCC(=O)NCCSCc1cccc(Cl)c1	-0.5	33.1	2.4	1.7	-8.9	8.2	0.5	3.5
CCc1nc(N)nc(N)c1-c1ccc(Cl)cc1	8.5	5.8	-2.1	0.6	-8.6	5.7	.	-4.5
COc1ccccc1NC(=S)NC(=O)c1ccc(Cn2cc(Br)cn2)cc1	6.6	6.4	0.9	-2.6	-6.4	30.0	7.8	16.0
COC1=CC(=O)OC(c2ccc(OC)cc2)C1 (centres undefined)	0.8	-2.8	.	3.4	.	5.1	-1.1	-5.0
O=C(Nc1ccc(NC(=O)c2ccc([N+](=O)[O-])o2)cc1Cl)c1ccco1	-14.7	0.8	-0.1	22.2*	-2.8	-16.3	0.0	-11.1
Nc1cc(C(=O)OCC(=O)N2CCOCC2)ccc1Cl	6.1	-21.8	1.8	-4.9	-9.4	-5.4	-3.7	2.4
CN(C(=O)CC(=O)Nc1ccc(Cl)c(Cl)c1)c1ccccc1	-11.2	-22.9	-1.2	-3.3	-4.2	10.9	-0.9	2.0
CCOC(=O)NC1(NCC(C)C)Oc2ccccc2O1	-5.0	17.0	-0.1	3.0	-2.0	1.3	-2.6	-20.3
CCOC(=O)c1ccccc1NC(=O)C1=COCCO1	1.8	-21.7	0.3	-2.3	6.3	1.4	-0.4	-3.7
Cc1ccc(CN(C)C(=O)COC(=O)CSc2ccc([N+](=O)[O-])cc2)cc1	-8.5	-5.9	-2.7	3.8	-7.4	-7.8	-4.1	-7.6
COc1ccc(N(CC(=O)Nc2ccc(F)c(F)c2)S(=O)(=O)c2c(C)[nH]c(=O)[nH]c2=O)cc1	-1.5	-1.1	-2.5	-10.1	-3.3	14.0	0.7	3.4
C=CCN1C(=O)c2ccccc2Sc2ccc(C(=O)NC(C)C)cc21	-4.3	-8.8	7.5	1.2	2.3	14.9	1.0	2.1
Cc1cn(CC(=O)NCC(c2ccccc2)c2ccccc2)c(=O)[nH]c1=O	-1.8	5.2	.	3.0	.	4.5	-0.3	1.5
Cc1cccc(C)c1NC(=O)CNC(=O)c1ccc2nc[nH]c2c1	-10.4	-1.9	2.6	0.7	-1.4	-2.7	0.2	-7.3
O=C(NNC(=O)C1CC1c1ccccc1)Nc1cccc(Cl)c1 (centres undefined)	-5.8	-9.2	2.1	-0.1	0.7	-4.3	-2.8	6.6
Cc1cccc2c(=O)c(C(=O)NCc3cccs3)c[nH]c12	-2.9	-41.2	-5.3	1.4	-4.6	-12.4	-1.3	-1.3
